# From PubChem BioAssay
# Growth percent in the NCI-60 one-dose screen (48 h, 10 µM unless noted): 100 = growth as untreated, 0 = no growth, -100 = all killed.
# RXF 393: RXF 393 renal cancer cells; AID 1794773; 6.9% of 77,000 active
# 786-0: 786-0 renal cancer cells; 5.1% of 81,000 active; AID 1794775
# SN12C: SN12C renal cancer cells; 3.8% of 81,000 active
# ACHN: ACHN renal cancer; 4.9% of 81,000 active
# TK-10: TK-10 renal cancer cells | AID 1794769 | 3.9% of 81,000 active
# A498: A498 renal cancer cells; 5.4% of 76,000 active; AID 1794774
# CAKI-1: CAKI-1 renal cancer. 4.7% of 75,000 active. AID 1794772
# UO-31: UO-31 renal cancer; 5.2% of 81,000 active; AID 1794768
# * = called active by the depositor; · = not tested or not shown; & = joins results of further samples. The calls were made as follows: active = growth percent below 10; inactive = the rest. The order is random. About 10% of those tested had a hit in this group.
SMILES,RXF 393,786-0,SN12C,ACHN,TK-10,A498,CAKI-1,UO-31
C/C(=C(/c1ccc(Cl)cc1)c1ccc(OCCCN(C)C)cc1)c1ccccc1,70,89,86,99,104,95,80,73
COc1cc(/C=C/C(C)=O)ccc1O,121&100,114&121,104&98,95&96,142&98,116&79,115&93,88&66
NNc1nc(-c2cc3ccccc3oc2=O)cs1,107,100,98,95,104,104,87,68
O=S(=O)(Nc1ccc(Cl)nn1)c1ccc(NC(=S)Nc2ccccc2O)cc1,108,109,97,98,116,92,93,72
COc1ccc2c(=O)cc(-c3cccnc3)oc2c1OC,105,100,107,110,94,99,103,88
CCOC(=O)/C(=C\c1ccccn1)C(C)=O,115,115,103,108,123,102,107,88
COC(=O)c1nc(N)nc(C(=O)OC)c1C(=O)C(C)C,117,110,104,97,117,115,100,81
OCCCOc1ccc(Cl)cc1Cl,142,87,87,93,92,83,88,59
O=c1oc2ccccc2cc1-c1csc(N2N=C(c3ccccc3)CC2c2ccccc2)n1 (configuration not stated),·,100,94,75,144,140,80,70
O=C(NC(Cc1ccc(O)cc1)C(=O)Oc1ccc([N+](=O)[O-])cc1)OCc1ccccc1 (configuration not stated),126,105,109,117,112,·,94,88
Cc1ccc2nc(NC(=O)CSc3nc(Cl)c(C#N)c(-c4ccccc4)n3)sc2c1,114,103,98,102,107,102,95,81
O=S(=O)(NCCCNc1nccc(-c2c(-c3ccc(F)cc3)nc3sccn23)n1)c1ccc(C(F)(F)F)cc1,67,73,60,43,84,87,67,55
CC(C)COCC(O)CCl (configuration not stated),122,98,95,95,93,96,88,83
CC(=O)NS(=O)(=O)c1ccc(Nc2ccnc(SCC(=O)c3ccc(Cl)cc3)n2)cc1,119,104,104,101,109,108,84,89
COc1ccc2c(c1)NC(=O)CN2c1nc(NC2CC2)nc2ccccc12,39,20,39,25,24,-13*,33,29
O=C(O)Cc1ccc(F)cc1,105,97,103,110,94,108,100,90
COc1ccc(-c2nnc(COc3ccc(NS(C)(=O)=O)cc3F)o2)cc1,89,99,95,102,102,59,95,76
CCOc1nc2c(N)ncnc2n1CC(F)F,·,107,125,99,104,124,95,80
C=CCCCCCCCCC(=O)OCc1ccc2c(c1)OCO2,98,98,95,98,107,65,95,79
CNC(=O)c1cc(Oc2ccc(NC(=O)Nc3ccc(Cl)c(OC(F)(F)F)c3)c(F)c2)ccn1,82,58,·,28,37,37,46,23
COC(=O)[C@H](Cc1ccccc1)NC(=O)C1(C)CCC[C@]2(C)[C@H]3C[C@H]4C(C(C)C)=C[C@]3(CC[C@@H]12)[C@@H]1C(=O)CCC(=O)[C@@H]14 (some centres not stated),99,100,100,95,104,97,99,84
O=C1NN(c2ccccc2)C(c2ccc3c(c2)OCO3)N2CCC[C@@H]12 (some centres not stated),117,98,110,101,92,98,·,85
O=C(NNC(=S)Nc1ccccc1)c1cc(-c2ccncc2)n(-c2ccccc2)n1,112,102,100,105,117,·,·,69
O=C(O)c1ccc(NC(=O)c2ccc(-c3cccc([N+](=O)[O-])c3)o2)cc1,113,105,93,104,102,110,88,78
CCCC(=O)Oc1ccc2ccccc2c1,112,101,97,99,103,103,103,77
OC/C(Br)=C(\Br)CO,129,100,104,106,119,99,·,85
COc1ccc(-c2cc(-c3nnc(SCC(=O)c4ccccc4)o3)c3cc(OC)ccc3n2)cc1,90,100,96,111,78,84,·,93
Nc1nc(N)c([N+](=O)[O-])c(=O)[nH]1,114,110,105,99,95,98,104,81
NNC(=O)/C(=C\c1ccc([N+](=O)[O-])cc1)CC(=O)c1ccc(Cl)c(Cl)c1,98,93,88,91,98,·,67,59
C#CCOC(=O)[C@]1(C)CC[C@]2(C)CC[C@@H]3C(=CC[C@H]4[C@@]3(C)CC[C@H]3C(C)(C)C(=O)CC[C@]43C)[C@@H]2C1,121,90,97,104,86,·,84,84
O=C(Nc1ccccc1C(=O)Nc1cccc(S(=O)(=O)C(F)(F)F)c1)c1ccccc1O,100,93,77,92,116,45,78,85
S=c1[nH]nc(CSc2ncnc3c2c(-c2ccccc2)c(-c2ccccc2)n3-c2cccc(Cl)c2)o1,116,103,95,88,123,113,71,68
CCCCOc1nc(-c2cccnc2)cc(-c2ccc(OC)c(OC)c2)c1C#N,·,101,96,104,99,61,109,72
O=C(CCCCCCN1CC(=O)N2[C@@H](c3cc(F)cc(F)c3)c3[nH]c4ccccc4c3C[C@H]2C1=O)NO,34,91,72,89,70,78,65,62
CCOc1ccccc1Nc1nc(-c2c(C)nc3sccn23)cs1,88,91,87,80,114,56,65,70
C#CC(O)CC (configuration not stated),96,98,100,97,95,112,96,102
Cc1ccc(/C=C2\COc3ccc(O)cc3C2=O)cc1,96,87,80,94,102,109,81,59
COC(=O)/C=C/c1ccccc1,96,99,98,97,93,90,89,89
CSc1nc(Cl)c(Cl)cc1Cl,121,99,105,110,92,106,100,76
O=S(=O)(O)c1ccc(N/N=C/c2ccccc2O)cc1,102&101,105&101,110&98,101&101,118&113,115&87,104&102,89&93
CCN1C(=O)N(CC)C2NN3C(=O)C4(SC3=NC21)C(c1ccccc1F)CN(C)C41C(=O)Nc2ccccc21 (configuration not stated),108,105,96,97,116,101,89,81
Cc1cccc(/C=C/c2c(C(=O)c3ccccc3)c(=O)[nH]c3ccccc23)c1,80,95,85,92,92,117,93,63
COc1cc2cc(Sc3ccc(NC(=O)Nc4ccc(Cl)c(C(F)(F)F)c4)cc3)c(C)nc2cc1OC,96,111,99,104,·,84,89,71
O=c1[nH]c(N2CCNCC2)nc2sc3c(c12)CCCC3,92,96,92,97,102,93,·,88
O=C(COCc1c(-c2ccccc2)no[n+]1[O-])Nc1ccc(C(=O)/C=C/c2ccc(Cl)cc2)cc1,101,116,91,98,101,114,97,76
O=C(NCCCNc1nccc(-n2ccc3cccnc32)n1)c1ccc(F)cc1,107,97,95,98,98,100,90,94
CCN(CC)c1ccc2c(c1)Oc1nc(N)c(C#N)c(N)c1C2Sc1ccc(SC)cc1 (configuration not stated),-68*,-39*,-13*,-47*,-36*,90,·,-80*
CC(=O)N[C@H](Cc1ccc(O)cc1)C(=O)N[C@H](CCCN=C(N)N)C(=O)N[C@H](Cc1ccccc1)C(N)=O,108,89,98,108,86,·,91,95

# Some of these compounds in order of length of the SMILES, ascending:
SMILES,RXF 393,786-0,SN12C,ACHN,TK-10,A498,CAKI-1,UO-31
CSc1nc(Cl)c(Cl)cc1Cl,121,99,105,110,92,106,100,76
O=S(=O)(O)c1ccc(N/N=C/c2ccccc2O)cc1,102&101,105&101,110&98,101&101,118&113,115&87,104&102,89&93
O=c1[nH]c(N2CCNCC2)nc2sc3c(c12)CCCC3,92,96,92,97,102,93,·,88
O=C(NCCCNc1nccc(-n2ccc3cccnc32)n1)c1ccc(F)cc1,107,97,95,98,98,100,90,94
CCN(CC)c1ccc2c(c1)Oc1nc(N)c(C#N)c(N)c1C2Sc1ccc(SC)cc1 (configuration not stated),-68*,-39*,-13*,-47*,-36*,90,·,-80*
COc1cc2cc(Sc3ccc(NC(=O)Nc4ccc(Cl)c(C(F)(F)F)c4)cc3)c(C)nc2cc1OC,96,111,99,104,·,84,89,71
CCN1C(=O)N(CC)C2NN3C(=O)C4(SC3=NC21)C(c1ccccc1F)CN(C)C41C(=O)Nc2ccccc21 (configuration not stated),108,105,96,97,116,101,89,81

# The list continues:
SMILES,RXF 393,786-0,SN12C,ACHN,TK-10,A498,CAKI-1,UO-31
N#Cc1ccc(CCc2ccccc2)[nH]c1=O,123,106,110,97,109,63,113,101
COc1cc(NC(=S)Nc2ccc3c(ccn3C(=O)c3cccc(F)c3)c2)cc(OC)c1,100,84,97,112,106,96,98,91
O=C(O)CCCCCSc1nc(-c2ccccc2)cc(-c2ccccc2)n1,116,104,100,98,103,112,95,87
COc1cc(C=NCc2ccccc2)ccc1O,82&101,103&107,91&102,90&104,114&112,99&99,86&103,79&86
CC(C)NCC(O)c1ccc(O)c(O)c1 (configuration not stated),105&103,100&91&95,93&91&76,90&104&90,87&93,78&119&96,84&94,76&106&83
Nc1cc2nc3ccccc3oc-2cc1=O,81,82,-49*,53,173,-7.0*,·,-40*
CC[N+](CC)(CC)CCN1C(=O)CCC2(C)C1=CCC1C2CCC2(C)C1CCC2(C)O (configuration not stated),116,103,101,113,102,103,·,88
Cc1ccc(Cn2c(C)ccc2C)cc1,104,94,94,95,98,121,92,60
O=c1c2cc(F)ccc2sc2c(NCCCNCCO)nc3ccc(F)cc3c12,63,64,66,47,67,27,27,31
CSc1nc(Sc2ccccc2)c(C#N)c(-c2cccc([N+](=O)[O-])c2)n1,111,102,93,104,143,86,93,83
N#C/C(=C(\CCCO)NCCCC(=O)O)c1nc2ccccc2[nH]1,93,102,106,101,104,108,110,111
CCn1c2ccc(O)cc2c2c(C)c3c[n+](CCCCCC(=O)O)ccc3c(C)c21,97,96,44,87,117,116,95,71

# Molecules above that have a COOH group (five):
SMILES,RXF 393,786-0,SN12C,ACHN,TK-10,A498,CAKI-1,UO-31
O=C(O)Cc1ccc(F)cc1,105,97,103,110,94,108,100,90
O=C(O)c1ccc(NC(=O)c2ccc(-c3cccc([N+](=O)[O-])c3)o2)cc1,113,105,93,104,102,110,88,78
O=C(O)CCCCCSc1nc(-c2ccccc2)cc(-c2ccccc2)n1,116,104,100,98,103,112,95,87
N#C/C(=C(\CCCO)NCCCC(=O)O)c1nc2ccccc2[nH]1,93,102,106,101,104,108,110,111
CCn1c2ccc(O)cc2c2c(C)c3c[n+](CCCCCC(=O)O)ccc3c(C)c21,97,96,44,87,117,116,95,71

# (cont.)
SMILES,RXF 393,786-0,SN12C,ACHN,TK-10,A498,CAKI-1,UO-31
CCCCCCOc1ccc(/C=C/C(=O)c2ccc(B(O)O)cc2)cc1,74,73,71,89,85,70,61,52
N#CSc1c[nH]c2ccc(/C=C/C(=O)/C=C(O)/C=C/c3ccc4[nH]cc(SC#N)c4c3)cc12,9.9*,14,18,0.7*,8.1*,90,12,-40*
O=C(N/N=C/c1ccc2c(c1)OCO2)C1CC1,113,99,102,113,111,128,120,99
CCOC(=O)c1sc(/N=C2\NC(=O)/C(=C3/C(=O)N(C)c4ccc(Cl)cc43)S2)nc1C,106,100,97,101,109,113,·,77
COc1cc(/C=N/Nc2ccc(Cl)cc2)cc(OC)c1OC,102,103,78,53,119,72,35,64
COc1ccc(/C=C/c2nc(N3CCOCC3)c3nc(Cl)c(Cl)cc3n2)cc1OC,109,100,98,100,104,94,94,108
N/N=C(\N)c1ncc(-c2ccc(C(F)(F)F)cc2)c(NC2CCCCCC2)n1,66,101,96,94,108,91,95,63
O=C(/C=C/c1cn(-c2ccccc2)nc1-c1ccccc1)NNC(=O)Nc1ccc(Br)cc1,74,103,96,103,108,89,92,85
COc1ccc(CNc2cccc3[nH]c(C(F)(F)F)nc23)cc1,106,96,93,106,97,71,89,77
CCn1c(Sc2nnc(Nc3ccc(C)cc3)s2)nc2c1c(=O)n(C)c(=O)n2C,78,92,89,90,107,·,77,65
COc1ccc(-c2nc(SCC(=O)c3ccc(F)cc3)[nH]c(=O)c2C#N)cc1,90,97,85,89,100,84,76,78
CS(=O)(=O)c1ccc(C(=O)N/N=C/c2ccc(Cl)cc2Cl)cc1,99,98,104,105,98,102,90,87
COc1ccc(/C=C/C(=O)c2ccc(OC)c(S(=O)(=O)Nc3c(N)nc(SC)[nH]c3=O)c2)cc1,105,59,89,103,93,96,96,82
Nc1ccccc1-c1nc2ccccc2[nH]c1=O,105,105,96,97,204,97,89,71
CCCN(CCC)C(=O)c1cccc(C)c1,106,92,96,104,88,68,96,95
C=CCOc1ccccc1/C=c1\sc2ncnn2c1=O,124,107,85,110,105,146,103,92
C/C(=C(/c1ccc(O)cc1)c1ccc(OCCN2CCCC2)cc1)c1ccccc1,42,57,72,69,80,81,65,55
CS(=O)(=O)c1nccc(-c2c(-c3ccc(OCCN4CCOCC4)cc3)nc3sccn23)n1,106,91,94,99,124,121,93,72
CCN(CC)CCOc1ccc2ccc(=O)oc2c1,103,101,100,97,98,98,91,83
C#C[C@@]1(O)[C@@H](CO)O[C@@H](n2cc(F)c3c(N)ncnc32)[C@@H]1O,-37*,-29*,2.4*,-11*,3.7*,-76*,·,-16*
NS(=O)(=O)c1ccc(Cn2c(=S)[nH]c3ccccc3c2=O)cc1,98,103,96,99,93,·,89,81
c1ccc(-n2cc(COc3ncnc4c3cnn4-c3ccccc3)nn2)cc1,117,97,97,104,104,82,98,92
COc1cc(/C=N\NC(=O)c2ccc3nc(-c4ccc(Br)cc4)[nH]c3c2)cc(OC)c1OC,9.7*,38,63,61,59,21,33,72
CCC1C(c2ccccc2)=CCC(C(=O)O)C1C (configuration not stated),118,110,112,105,117,·,103,92
O=C(Nc1cc(F)cc2cccnc12)c1cnc(N2CCOCC2)cn1,60,66,83,35,62,87,65,46
CCOC(=O)C1CC(CN2C(=O)c3ccccc3C2=O)OC1=O (configuration not stated),114,106,101,104,124,124,95,73
CCN1CCN(C(=O)CC[C@@H](C)[C@H]2CC[C@H]3[C@@H]4CC[C@@H]5/C(=C\c6ccco6)C(=O)/C(=C\c6ccco6)C[C@]5(C)[C@H]4CC[C@]23C)CC1,94,97,92,87,116,108,54,79
O=C(O)c1ccc(-n2cc(CNc3ccc(Cl)cc3)c(-c3ccc(C(F)(F)F)cc3)n2)cc1,90,99,84,66,96,87,65,63
C/C=C/C(=O)OC(C)CCC(CC)CCCC (configuration not stated),105,102,102,105,93,75,103,94
C=CCc1c(OCCN(C)C)ccc2ccccc12,94,104,95,108,107,89,99,81
CC(=O)Nc1c(Cl)cc(Cl)c2c1Cc1cc([N+](=O)[O-])ccc1-2,85,76,80,82,99,102,85,91
CC(=N/O)/C(C)=C/c1ccccc1,119,97,106,110,·,104,101,98
NS(=O)(=O)Oc1ccc(NC(=O)C23CC4CC(CC(C4)C2)C3)cc1F,105,101,98,89,102,·,88,75
COc1cc(CNC(=O)/C=C/c2ccccc2)ccc1OCc1cn(-c2ccccc2)nn1,105,101,99,99,94,84,83,85
